High-throughput results deposited in PubChem BioAssay by National Center for Advancing Translational Sciences (NCATS).
S3 lipid droplet: qHTS Assay for Lipid Storage Modulators in Drosophila S3 Cells. Drosophila S3 cells, BODIPY lipid droplet fluorescence, 18-24 h; cells fed with added oleic acid. Potency in µM for hits, for the others lipid storage change, negative = inhibition, % at the top dose, mostly 46.1 µM. 320,000 compounds, 0.64% hits; active = well fitted inhibition curve with a large enough effect in the signal ratio, with a control signal flat, not every such curve was filed as active; inconclusive = small, poorly fitted or top-dose-only effect, or effect the other way, or a change in a side signal; the % refers to the signal ratio
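Drosophila S3 cells loaded with oleic acid (400 uM, as added) and compounds at several concentrations; lipid droplets imaged by 488-nm laser-scanning cytometry, 500–530 nm intensity and object ratio to cell channel. Percent activity normalized to 20 uM Triacsin C.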
S3 lipid droplet cell count max: also measured in S3 lipid droplet; calls as there; cell number change, %; measured here: cell count max response;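 cells counted by Cell Tracker Red CMTPX staining in the red channel; peak over a dose series mostly up to 46.1 µM; percent activity relative to internal control wells on each plate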
Starred values were filed as active, the others as inactive; i = inactive; ? = inconclusive; . = not tested or not shown; [ ] = remark or other dose. % is set by controls: 0 for no effect and ±100 for the full control effect; potency is the fitted concentration of half-maximal effect. Only part of the results is shown, so the mix of outcomes need not match the whole.

SMILES | S3 lipid droplet | S3 lipid droplet cell count max
O=C1CCc2cc(S(=O)(=O)N3CCC(C(=O)NC4CCCCCCC4)CC3)ccc2N1 | 7% | 10
CC(=O)Nc1ccc(NC(=O)C(C)OC(=O)C2CCN(S(=O)(=O)c3cccs3)CC2)cc1 (stereo unspecified) | 22% | 21
CC(=O)CCc1c[nH]c2c(C(=O)O)cccc12 | -10% | -7
COCCCNC(=O)c1ccc2c(c1)ncn2-c1ccc(C)cc1C | -4% | -16
Nc1ccccc1NC1CCCCC1 | 3% | 18
CC1=C(C(=O)Nc2ccccc2F)C(c2cccs2)C2=C(CCCC2=O)N1 (stereo unspecified) | -10% | 8
CN(C(=O)CSc1nnnn1-c1ccc(O)cc1)C1CCS(=O)(=O)C1 (stereo unspecified) | ? | .
Cc1cc2cc(C=O)c(Cl)nc2cc1C | 7% | -12
O=C(Cc1ccc(S(=O)(=O)N2CCOCC2)s1)NCCc1ccc(F)cc1 | i | .
Cc1ccc(N(C(=O)Cc2cccs2)C2C=CS(=O)(=O)C2)cc1Cl (stereo unspecified) | 1% | .
CC(=O)c1ccc(NC(=O)CSC(=S)N2CCCC2)cc1 | -16% | 6
COc1ccc(S(=O)(=O)N(C)CC(=O)NCc2cccnc2)cc1C | ? | .
Cc1nn(CCCC(=O)NCCc2ccccc2)c(=O)c2nn(-c3ccccc3)c(C)c12 | -3% | .
Cc1c(C(=O)O)c(=O)n(-c2ccccc2)n1-c1ccccc1 | ? | .
COc1ccc(OC)c(/C=N/Nc2cc(C)nc(N3CCOCC3)n2)c1 | ? | .
COc1cccc(-c2nc(CS(=O)(=O)CC(=O)NCCCN3CCOCC3)c(C)o2)c1 | ? | .
CCOC(=O)c1c(C)[nH]c(C)c1C(=O)COc1ncnc2cc([N+](=O)[O-])ccc12 | ? | .
COc1ccc(CN(C)C(=O)C(Cc2ccccc2)NC(=O)c2ccccc2)cc1F (stereo unspecified) | ? | .
CCOCCc1nnc(NC(=O)C2CC(=O)N(c3ccc(OCC)cc3)C2)s1 (stereo unspecified) | ? | .
Cn1c(N)c(C(=O)COC(=O)c2ccc3c(c2)C(=O)N(c2ccc(Cl)cc2)C3=O)c(=O)n(C)c1=O | -44% | -40
CCOc1ccc(N(CC(=O)N2CCOCC2)S(=O)(=O)c2ccc(SC)cc2)cc1 | ? | .
Cc1ccc(Cn2c(NC(=O)c3ccco3)nc3ccccc32)cc1 | ? | .
COc1ccc(C(=O)c2coc3ccc(O)c(CN(C)C)c23)cc1 | ? | .
Cc1nc2cc(F)ccc2n1C1CCN(S(=O)(=O)c2ccccc2)CC1 | ? | .
CC1CCCN(C(=O)CSc2cnc3ccccc3n2)C1 (stereo unspecified) | ? | .
O=C(C1=C[C@@H](C2CCCCC2)C[C@@H](OCc2ccc(CO)cc2)O1)N1CCOCC1 | -9% | -8
Cc1cccc(-n2nc3c(c2NC(=O)c2ccco2)CSC3)c1C | i | .
CCOC(=O)N1CCN(S(=O)(=O)CCNC(=O)c2ccc(F)cc2)CC1 | ? | .
CCOc1cc(NC(=S)NCC2CCCO2)c(OCC)cc1NC(=O)c1ccccc1 (stereo unspecified) | ? | .
Nc1c(C(=O)c2ccccc2)sc2nsc(SCCN3CCOCC3)c12 | ? | .
CC1Cc2ccccc2N1C(=S)Nc1cccc(S(=O)(=O)N(C)C)c1 (stereo unspecified) | ? | .
CCn1cc(C(=O)Nc2ccc3c(c2)OCCO3)c2cc(OC)c(OC)cc2c1=O | 5%[9.22 µM] | 17
Cc1ccc(N(CC(=O)NCC2CCCO2)S(=O)(=O)c2ccc(Cl)cc2)cc1C (stereo unspecified) | i[0.369 µM] | 4
O=C(N/N=C/c1ccc([N+](=O)[O-])cc1)c1cccc(N2CCCC2=O)c1 | ? | .
Cc1cc(NC(=S)N(CCCN2CCOCC2)Cc2ccco2)ccc1Cl | ? | .
Cc1ccc(C(=O)c2cn[nH]c2-c2ccccc2O)cc1 | ? | .
Cc1c(NC(=O)C(C)OC(=O)CCc2c[nH]c3ccccc23)c(=O)n(-c2ccccc2)n1C (stereo unspecified) | ? | .
CN(Cc1ccccc1)C(=O)c1ccc(NC(=O)C2=CSCCO2)cc1 | ? | .
CCOC(=O)c1c(C)[nH]c(N=Nc2ccccc2Cl)c1C | ? | .
O=C(CCS(=O)(=O)c1cccc2nonc12)N1CC(=O)N(CCc2ccccc2)C(=O)C1 | -11% | 1
CCCC(=O)Nc1ccc(NC(=O)c2cc3ccccc3o2)c(OC)c1 | ? | .
O=C(O)CCCSCC(=O)Nc1ccccc1 | i | 12
O=C(NCC1CCCO1)C1CC(=O)N(C2CCCC2)C1 (stereo unspecified) | ? | .
COc1cc(/C=C2/SC(=S)N(CC(=O)Nc3nc4ccccc4s3)C2=O)cc(OC)c1OC | -11% | .
Cc1ccc(NC(=O)CCc2c(C)nn(-c3ccc(N4CCCCC4)nn3)c2C)cc1C | ? | .
O=S(=O)(c1cccc2cccnc12)N1CCCc2ccccc21 | ? | .
COc1cc(C(=O)OC2CCCCC2=O)cc(OC)c1C (stereo unspecified) | ? | .
Cc1nn(-c2ccccc2)c(C)c1NC(=O)COC(=O)CCOc1ccccc1 | -5% | -13
CCCCNS(=O)(=O)c1ccc(NS(=O)(=O)c2c(C)cc(C)cc2C)cc1 | ? | .
COc1ccc(-c2cc(-c3n[nH]c(=S)n3-c3cc(OC)ccc3OC)[nH]n2)cc1 | ? | .
NC(=O)N/N=C/c1ccc(-c2ccc(S(=O)(=O)Nc3ncccn3)cc2)o1 | ? | .
CCOc1ccc2c(c1)C(=O)c1cc(OCC(=O)O)ccc1-2 | 8% | 1
CN1CCN(c2nc(Nc3ccc(F)cc3)nc(Nc3ccc(F)cc3)n2)CC1 | 4% | -4
Cc1ccc(Cn2c(CN3CC(C)OC(C)C3)nc3c2c(=O)n(C)c(=O)n3C)cc1 (stereo unspecified) | -2% | .
CC(C)(CN=C1NS(=O)(=O)c2ccccc21)CNC(=O)c1ccccc1 | ? | .
CN(C(=O)c1cccc(Br)c1)C1CCS(=O)(=O)C1 (stereo unspecified) | 0% | -12
CC[C@H](C)[C@@H]1NC(=O)c2cc([N+](=O)[O-])cc(I)c2NCC[C@@H](C(N)=O)NC(=O)[C@H](CCCN=C(N)N)NC1=O | -3% | .
CCCS(=O)(=O)N1CCN(C(=O)CCC2CCCC2)CC1 | i | .
Cn1c(Sc2ccc(Cl)cc2)c(C=O)c2ccccc21 | ? | .
COc1cccc(/C(O)=C2/C(=O)C(=O)N(CCN(C)C)C2c2ccc(Br)cc2)c1 (stereo unspecified) | 2.3µM* | 3.1*

Part of the list above, as tab-separated lines.
SMILES	S3 lipid droplet	S3 lipid droplet cell count max
Cc1nc2cc(F)ccc2n1C1CCN(S(=O)(=O)c2ccccc2)CC1	?	.
CC1CCCN(C(=O)CSc2cnc3ccccc3n2)C1 (stereo unspecified)	?	.
O=C(C1=C[C@@H](C2CCCCC2)C[C@@H](OCc2ccc(CO)cc2)O1)N1CCOCC1	-9%	-8
Cc1cccc(-n2nc3c(c2NC(=O)c2ccco2)CSC3)c1C	i	.
CCOC(=O)N1CCN(S(=O)(=O)CCNC(=O)c2ccc(F)cc2)CC1	?	.
CCOc1cc(NC(=S)NCC2CCCO2)c(OCC)cc1NC(=O)c1ccccc1 (stereo unspecified)	?	.
Nc1c(C(=O)c2ccccc2)sc2nsc(SCCN3CCOCC3)c12	?	.

Next section
SMILES | S3 lipid droplet | S3 lipid droplet cell count max
O=C(CCc1ccncc1)NC1CCCc2c1cnn2-c1ccc(F)cc1F (stereo unspecified) | -2% | -8
O=S(=O)(NCC(O)COCc1ccco1)c1cccs1 (stereo unspecified) | 3% | -2
Cc1cc(=O)[nH]c(SCC(=O)N2CCN(C(c3ccccc3)c3ccccc3)CC2)n1 | ? | .
Cc1cc(NC(=O)CCC(=O)N(Cc2ccco2)C(C)(C)C(=O)NC2CCCCC2)no1 | 0% | 5
CC(C)(C)c1ccc(Cn2nnc3c(=O)[nH]c(C4CCN(C(=O)Cc5cccs5)CC4)nc32)cc1 | ? | .
COc1ccc(CNC(=O)C(C)OC(=O)CN2C(=O)COc3ccccc32)cc1 (stereo unspecified) | i | 17
COc1ccc(COC(=O)c2ccc(Cl)c(S(=O)(=O)N3CC(C)OC(C)C3)c2)cc1 (stereo unspecified) | 16% | 6
CCn1c(SCc2nc3ccccc3[nH]2)nnc1-c1cnccn1 | i | 19
Nc1ccc2c3c(cccc13)CC2 | ? | .
CC1(C)C(=O)OC(c2cccn2-c2ccc([N+](=O)[O-])cc2)C(C)(C)C1=O (stereo unspecified) | -4% | 15
O=C(/C=C/c1ccccc1)NCc1ccco1 | ? | .
CCOc1ccc(NS(=O)(=O)c2ccc(NC(C)=O)c(OC)c2)cc1 | 0% | 19
Cc1ccc2[nH]c3c(=O)[nH]ncc3c2c1 | 12% | 8
CN1CCCN(S(=O)(=O)c2cccc(C#N)c2)CC1 | 2% | 15
O=C(COc1ccc(S(=O)(=O)N2CCOCC2)cc1Cl)NCCCn1ccnc1 | ? | .
O=C(CSc1ccc(-c2ccco2)nn1)c1cccc([N+](=O)[O-])c1 | ? | .
O=C(O)c1cc(NC(=O)c2ccco2)cc(NC(=O)c2ccco2)c1 | ? | .
COc1ccc(C2=NN(C(=O)CCCC(=O)O)C(c3cn(-c4ccccc4)nc3-c3ccccc3)C2)cc1 (stereo unspecified) | ? | .
COc1ccc(NC(=O)N2CCCC2C(=O)NCc2ccc(C)cc2)cc1 (stereo unspecified) | ? | .
C=C(C)COc1ccc(-c2nc(N)ncc2Oc2ccc(OC)cc2)c(O)c1 | 2% | -25
Cc1cc(S(=O)(=O)N2CC(=O)N(CCc3ccccc3)C(=O)C2)ccc1F | -7% | -12
O=C(NCCCN1CCCC1)Nc1cccc2ccccc12 | 15% | -3
CC1CCCCC1NC(=O)c1ccc(CSc2nc3ccncc3[nH]2)cc1 (stereo unspecified) | -4% | .
COC(=O)CSc1nnc(NC(=O)CCc2ccccc2)s1 | i | -4
Cn1c(SCC(=O)Nc2ccc3c(c2)OCCO3)nnc1-c1ccccn1 | ? | .
Cn1c(=O)oc2cc(C(=O)c3ccccc3)ccc21 | ? | .
Cc1onc(-c2ccccc2)c1C(=O)N/N=C/c1ccc(Br)cc1 | 25% | 9
CCC(C)(C)NC(=O)C(c1ccccc1Cl)N(C(=O)CCC(=O)Nc1cc(C)on1)C(C)(C)C (stereo unspecified) | ? | .
CCOC(=O)c1c(C)[nH]c(C(=O)/C(C#N)=C/c2ccc(OCC)cc2)c1C | ? | .
CCCCC(=O)OCC(=O)Nc1cccc(S(=O)(=O)NC2=NCCCCC2)c1 | -2% | -13
Cc1onc(-c2c(F)cccc2Cl)c1C(=O)N1CCN(c2ncccn2)CC1 | ? | .
O=C1CC(=C(c2ccccc2)c2ccccc2)C(=O)N1CCN1CCN(c2cccc(Cl)c2)CC1 | i | .
CN=C1c2cc3c(Br)c(OC)ccc3n2CCN1C | ? | .
O=C(O)c1cccc(NC(=O)C2CCCO2)c1 (stereo unspecified) | ? | .
CC1(C)Cc2c(C#N)c(NCCc3ccccc3)nc(-c3ccco3)c2CO1 | 7% | 6
Cc1cc(C)c(C#N)c(SCc2ccc(C#N)cc2)n1 | ? | .
COc1ccc(N2Nc3n[nH]c(N)c3N2)cc1 | 14% | 4
CC(C)c1ccc(NC(=O)C(c2ccc3c(c2)OCO3)N2CCN(C(=O)c3ccco3)CC2)cc1 (stereo unspecified) | ? | .
CCOC(=O)O[C@]1(C(=O)COC(=O)CC)CC[C@H]2[C@@H]3CCC4=CC(=O)C=C[C@]4(C)[C@H]3[C@@H](O)C[C@@]21C | ? | .
CC(NC(=O)C1CCN(S(=O)(=O)c2ccccc2)CC1)c1ccccc1 (stereo unspecified) | 6% | 19

Structures listed so far containing a nitro group on carbon (five):
SMILES | S3 lipid droplet | S3 lipid droplet cell count max
CCOC(=O)c1c(C)[nH]c(C)c1C(=O)COc1ncnc2cc([N+](=O)[O-])ccc12 | ? | .
O=C(N/N=C/c1ccc([N+](=O)[O-])cc1)c1cccc(N2CCCC2=O)c1 | ? | .
CC[C@H](C)[C@@H]1NC(=O)c2cc([N+](=O)[O-])cc(I)c2NCC[C@@H](C(N)=O)NC(=O)[C@H](CCCN=C(N)N)NC1=O | -3% | .
CC1(C)C(=O)OC(c2cccn2-c2ccc([N+](=O)[O-])cc2)C(C)(C)C1=O (stereo unspecified) | -4% | 15
O=C(CSc1ccc(-c2ccco2)nn1)c1cccc([N+](=O)[O-])c1 | ? | .

Continued.
SMILES | S3 lipid droplet | S3 lipid droplet cell count max
O=C(CNC(=O)c1ccc(Cl)c([N+](=O)[O-])c1)OC1CCCCC1=O (stereo unspecified) | ? | .
O=C(O)CS(=O)(=O)c1ccc(C(F)(F)F)cn1 | ? | .
O=C(c1cccc(Br)c1)N1CCN(S(=O)(=O)N2CCCCC2)CC1 | i | -12
CCOC(=O)N1CCc2c(sc(NC(=O)CCS(=O)(=O)c3ccccc3)c2C(N)=O)C1 | ? | .
CCSC1=NC(=O)/C(=C2/C=Cc3ccccc3N2CC)S1 | ? | .
Cn1c2ccccc2c2ncn(CCCN3CCOCC3)c(=O)c21 | i | -24
Cc1ccccc1NC(=O)Oc1cccc(OC(=O)c2ccccc2)c1 | 9% | -23
COc1ccc(N2CCN(C(CNC(C)=O)c3ccc4c(c3)OCO4)CC2)cc1 (stereo unspecified) | i | 23
COc1ccccc1N1CCN(S(=O)(=O)c2ccc3c4c(cccc24)C(=O)N3)CC1 | 8% | -21
O=C(NC1CCCCC1)c1ccccc1NC(=S)NC(=O)C1CC1 | ? | .
COc1cccc(NS(=O)(=O)NC(=O)c2c[nH]c3ccccc23)c1 | 6% | 8
